HEK293 viab: counter-screen for SNCA expression inhibitors: cell viability. HEK-293-SNCA-luc viability, GF-AFC fluorescence, 24 h. Potency, µM (series often up to 57.1 µM), inactives show top-dose activity change, negative = cytotoxicity, most hits filed as cytotoxic. actives 0.12% (n = 150,000). AID 1671193;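 further: potency means the concentration at half of the fitted maximal effect; 0% = DMSO-treated cells and -100% = medium-only wells without cells; nearly all actives have a fitted effect of over 30% in size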
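HEK-293-SNCA-luc cells (1500/well) plated 24 h, then exposed 24 h to a dilution series; GF-AFC added 30 min at 37C, fluorescence 405/540 nm; normalised to medium-only and DMSO wells, Hill fit.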
FLuc inh: Photinus pyralis luciferase inhibition; P08659; purified P. pyralis luciferase, luminescence, biochemical; Potency, µM (titrated, usually from 115 µM), inactives show top-dose activity change, negative = inhibition, hits mostly inhibitors; actives 2.5% (n = 76,000); further: potency means the concentration at half of the fitted maximal effect; nearly all actives have a fitted effect of over 65% in size
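FLuc 10nM, D-luciferin 10uM, ATP 10uM, Mg acetate 10mM, Tris acetate pH 7.5, Tween/BSA; cpd qHTS; enzyme added last; CCD luminescence.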
HEK293 tox: cytotoxic compounds in HEK 293 cells | actives 6.6% (n = 94,000) | Potency, µM (series often up to 115 µM), for the others: top-dose activity change, negative = cytotoxicity, usual class: inhibitors | HEK 293 viability, ATP luminescence (CellTiter-Glo), 48-72 h; further: potency means the concentration at half of the fitted maximal effect; nearly all actives have a fitted effect of over 60% in size
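Pintool-delivered compounds were incubated with HEK 293 cells (250 cells/well) at 37 degree Celsius for 48 or 72 hr. ATP-dependent luminescence (CellTiter-Glo) then reported remaining viable cells.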
GPT2 inhibitor: inhibitors of human GPT2 alanine aminotransferase. actives 0.25% (n = 100,000). AID 1671188. Potency, µM (doses to about 57.7 µM), inactives show top-dose activity change, negative = inhibition, usual class: inhibitors. Recombinant GPT2, coupled pyruvate oxidase/HRP Amplex Red fluorescence; further: potency means the concentration at half of the fitted maximal effect; nearly all actives have a fitted effect of over 60% in size; many of its hits are not listed in these tables
Target sequence (Q8TD30 whole entry, looked up): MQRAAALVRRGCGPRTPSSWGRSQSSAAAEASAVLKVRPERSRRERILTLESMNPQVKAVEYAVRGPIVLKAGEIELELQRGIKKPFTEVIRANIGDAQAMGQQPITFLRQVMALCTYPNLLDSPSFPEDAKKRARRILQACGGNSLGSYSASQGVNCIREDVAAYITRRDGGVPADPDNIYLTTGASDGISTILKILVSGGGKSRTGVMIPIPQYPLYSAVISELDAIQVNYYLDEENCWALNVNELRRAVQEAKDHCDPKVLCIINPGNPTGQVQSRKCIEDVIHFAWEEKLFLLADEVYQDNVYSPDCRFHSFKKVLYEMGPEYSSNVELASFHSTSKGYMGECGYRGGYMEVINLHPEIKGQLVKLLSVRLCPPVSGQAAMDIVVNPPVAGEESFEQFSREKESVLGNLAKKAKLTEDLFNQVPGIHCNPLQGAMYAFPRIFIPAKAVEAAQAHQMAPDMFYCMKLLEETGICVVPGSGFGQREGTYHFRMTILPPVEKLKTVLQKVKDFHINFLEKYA
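Inhibition is scored from Amplex Red fluorescence generated when pyruvate oxidase and HRP act on pyruvate released by GPT2. Reactions contain 10ng/uL enzyme, 250uM a-KG and 2mM L-alanine and run 30 min at room temperature.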
3T3 cytotox: kills NIH 3T3 cells | NIH 3T3 viability, CellTiter-Glo ATP luminescence, 48-72 h | Potency, µM (series often up to 96.7 µM), for inactives: top-dose activity change, negative = cytotoxicity, usual class: inhibitors | actives 4.3% (n = 94,000) | AID 1345082; further: potency means the concentration at half of the fitted maximal effect; nearly all actives have a fitted effect of over 55% in size
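NIH 3T3 cells at 400 cells/well received 23 nL of compound by pintool and were incubated 48 or 72 h at 37 °C. Viability was read as ATP-coupled CellTiter-Glo luminescence.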
SNCA expr inhib: SNCA gene expression inhibition. HEK-293 SNCA-luciferase knock-in, luminescence, 24 h. Potency, µM (highest dose often 57.2 µM), for inactives: at the highest dose activity change, negative = inhibition, actives largely listed as inhibitors. actives 0.17% (n = 140,000). AID 1671194;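 further: potency means the concentration at half of the fitted maximal effect; plate controls were DMSO cells for no effect and cell-free wells for full effect; nearly all actives have a fitted effect of over 45% in size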
IP6K1 inhibitor: blocks human inositol hexakisphosphate kinase 1. Q92551. IP6K1 kinase, ADP-Glo luminescence, 2 h; active compounds read low. activity change, % (series mostly up to about 58 µM). actives 0.81% (n = 140,000). AID 1645851; in the data active means activity change below about -25%
Target sequence (Q92551 whole entry, looked up): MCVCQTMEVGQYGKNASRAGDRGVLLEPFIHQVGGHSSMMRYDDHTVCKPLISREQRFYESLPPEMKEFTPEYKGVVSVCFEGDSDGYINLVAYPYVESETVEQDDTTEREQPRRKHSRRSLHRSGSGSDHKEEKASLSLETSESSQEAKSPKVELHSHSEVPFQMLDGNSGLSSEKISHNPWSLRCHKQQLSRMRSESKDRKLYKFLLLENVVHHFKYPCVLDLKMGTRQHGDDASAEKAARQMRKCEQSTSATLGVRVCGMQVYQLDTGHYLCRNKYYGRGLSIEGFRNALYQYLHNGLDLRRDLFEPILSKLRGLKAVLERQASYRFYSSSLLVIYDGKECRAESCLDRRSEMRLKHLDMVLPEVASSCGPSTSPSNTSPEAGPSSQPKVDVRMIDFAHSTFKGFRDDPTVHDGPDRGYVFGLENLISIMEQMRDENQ
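ADP-Glo luminescence measures ADP made by human IP6K1 during a 2 h RT reaction with ATP/IP6 (mix at 1.3 mM/130 uM); top library doses 57.5 and 19.1 uM final.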
Starred values were filed as active, the others as inactive; i = inactive; ? = inconclusive; / = no result given; [ ] = dose if it differs, or a comment. Unless noted, the call rests on the fitted dose curve; in most records, active means well fitted curve in the direction sought with a large enough effect; inconclusive means small, poorly fitted or top-dose-only effect, or another doubt; inactive means no such curve, though single readings can be large; an effect the other way counts as inactive or inconclusive. Unless noted, on the % scale 0 is the no-effect control and ±100 the full control effect.

Values run as follows: HEK293 viab	FLuc inh	HEK293 tox	GPT2 inhibitor	3T3 cytotox	SNCA expr inhib	IP6K1 inhibitor
> O=C(O)c1[nH]n(-c2ccc(S(=O)(=O)O)cc2)c(=O)c1N=Nc1ccc(S(=O)(=O)O)cc1
 : -7%[23.9 µM]	/	/	i	/	-23%[25.6 µM]	-11
> C=Cc1ccc(Cn2c(C(=O)O)c(CNCc3ccccc3)c3ccc(C)cc32)cc1
 : ?	/	/	/	/	?	8
> COc1ccc(C(=O)N2CCC(Cc3nc(-c4cnccn4)no3)CC2)cc1
 : -6%	-1%	?	i	?	5%	-10
> C=CCc1c(C)nc2nc(SCC(=O)Nc3cccc(Cl)c3)nn2c1C
 : -9%	/	/	/	/	55%[activator]	8
> COc1cc(/C=C/c2nc(C#N)c(NC3CCCCC3)o2)cc(OC)c1OC
 : ?	/	/	/	/	33%[activator]	-15
> CCc1cccc(C)c1NC(=O)Cn1ccn(-c2ccc(F)cc2)c(=O)c1=O
 : 3%	/	/	/	/	-9%	9
> CC(C)N1C(=O)CO[C@H](c2ccc(NC(=O)NCc3ccccc3)cc2)[C@H]1CO
 : 5%[87.6 µM]	-22%[172 µM]	-14%[172 µM]	-25%[88.5 µM]	-32%[174 µM]	7%[87.6 µM]	0
> O=C(NCCc1ccc(Cl)cc1)c1ccc2nnc(-c3ccc(OC(F)(F)F)cc3)n2c1
 : -14%	/	79µM*	i	-22%	-12%	-2
> Cc1ccc(C(=O)N2CC(Oc3ccc(F)c(F)c3)C2)cc1
 : 4%	/	?	i	-31%	20%	-8
> Cc1cccc(CNC(=O)c2ccc(Cn3ccn4nc5c(c4c3=O)CCCC5)cc2)c1
 : -16%	0%	?	3%	?	-11%	-6
> COc1ccc(CCc2nnc3n2CCCC3)cc1
 : 2%	8%	8%	i	-11%	20%	27
> CN1CCCCC1C(=O)NCc1cccnc1Oc1cccc(C(F)(F)F)c1 (stereo unspecified)
 : 5%	11%	-28%	i	-18%	-20%	18
> COC[C@H]1NC(=O)CC[C@H]1C(=O)NCCc1ccccc1
 : -22%	6%	5%	i	-3%	-19%	-5
> Cc1cc(NCc2cncn2CC(C)C)n2nc(C)cc2n1
 : -9%	7%	0%	-7%	i	4%	7
> COCCn1c(C)cnc1CCN
 : -4%	-5%	4%	i	-3%	-14%	1
> COCCOc1ccc2c(n1)CCN(C(=O)CCc1ccccc1)C2
 : 2%[12.5 µM]	-6%	1%	i	-3%	13%	-3
> CN1CC(=O)N(C2CCCCC2)Cc2c(NC3CC3)ncnc21
 : -8%	/	-17%	i	-17%	-17%	5
> COc1ccc(C)cc1NC(=O)Cn1nc(N2CCN(c3ccccc3OC)CC2)ccc1=O
 : -11%	/	/	/	/	-6%	16
> COc1cccc(C(=O)Nc2cc(-c3ccncc3)nn2C)c1
 : -15%[87.6 µM]	/	?	i	?	33%[activator][87.6 µM]	1
> Cc1ccc(C(=O)NC2CCN(c3cc(-c4cccs4)[nH]n3)C2)cc1 (stereo unspecified)
 : -12%	-4%	-26%	-31%	-30%	-21%	-3
> CC(C)CNC(=O)c1cn2cc(-c3ccccc3)sc2n1
 : -10%[87.6 µM]	/	71µM*	-10%[88.5 µM]	?	-4%[87.6 µM]	-6
> O=C(N[C@H]1[C@H](O)[C@H](O)C[C@@H]1c1cccnc1)c1ccccc1
 : 4%[87.6 µM]	-17%[172 µM]	-14%[172 µM]	2%[88.5 µM]	-10%[174 µM]	?	7
> COc1cccc(CNC(=O)Cn2c(=O)c(-c3noc(C)n3)c3n(c2=O)CCCCC3)c1
 : 13%	0%	1%	i	-1%	4%	38
> CN(CC1(C)CCOCC1)S(=O)(=O)C1CC1
 : 4%	-4%	-4%	i	4%	-8%	9
> COc1ccccc1-c1nc2c(c(SCc3cc(C)ccc3C)n1)Cc1c(CO)cnc(C)c1O2
 : -16%	/	/	/	/	-23%	-27*
> CC(=O)Nc1nonc1-c1nnc(SCC(=O)Nc2ccc(C)c(Cl)c2)n1C
 : 9%	/	/	/	/	20%	4
> CNC(=O)c1cc(-c2ccccc2F)cc2c1OCCN2Cc1cccnc1
 : ?	5%[172 µM]	89µM*	-15%[88.5 µM]	?	-6%[87.6 µM]	-6
> O=C1COc2ccc(N3CCOCC3)nc2CN1Cc1ccccc1F
 : 5%[87.6 µM]	-1%[172 µM]	?	i	?	3%[87.6 µM]	-5
> O=C(NCc1ccccn1)C1CCc2sc(C(=O)N3CCOCC3)cc2C1 (stereo unspecified)
 : 5%	1%	i	3%	-2%	14%	5
> COc1cc(OC)cc(C(=O)Nc2cc(-c3nc4ccccc4[nH]3)ccc2C)c1
 : ?	/	/	/	/	-9%	-25*
> COC(=O)c1cc(S(=O)(=O)NCC2CCN(Cc3ccc(F)cc3)CC2)cn1C
 : -4%	/	/	/	/	24%	29
> COC(=O)c1ccc(NC(=O)CSc2ccc(-c3cccs3)nn2)cc1
 : 10%	/	/	/	/	36%[activator]	26
> CCn1nccc1C(=O)N1CCC(CCOc2ccc(F)cc2)C1 (stereo unspecified)
 : 6%	1%	35µM*	-23%	?	-13%	9
> Cc1ccc(-n2nc(C(=O)Nc3ccc(C)c(F)c3)c(=O)n(C)c2=O)cc1
 : 5%	/	/	/	/	-1%	3
> CCCOC1CCCN(C(=O)c2ccc3nc(-c4ccc(F)cc4)cn3c2)C1 (stereo unspecified)
 : 5%	-17%	25µM*	2%	-2%	23%	27
> Cc1cc(C(=O)N2CCCC(c3nn(C)c(=O)n3Cc3ccccc3)C2)n(C)n1 (stereo unspecified)
 : 10%	-10%	-9%	i	-27%	-17%	-6
> CC(=O)c1c(C)cccc1O[C@@H]1O[C@H](CO)[C@@H](O)[C@H](O)[C@H]1O
 : -1%	/	/	-6%[27.3 µM]	/	/	-6
> CCOC(=O)C1CCN(C(=O)c2ccc3nc(-c4ccnc(Cl)c4)oc3c2)CC1
 : 0%[87.6 µM]	/	100µM*	i	100µM*	16%[87.6 µM]	31
> O=C1CN(C(=O)Cc2ccc(F)cc2)C(c2ccccc2)c2cc(Br)ccc2N1 (stereo unspecified)
 : 3%	/	/	/	/	60%[activator]	-12
> O=C(Nc1nc2n(n1)C(c1ccc(F)cc1)C=C(c1ccc(Cl)cc1)N2)c1ccco1 (stereo unspecified)
 : ?	/	/	/	/	-5%	16
> Cc1cnc(CCNC(=O)CCc2nc3ccccc3s2)n1C1CC1
 : -7%	/	4%	?	-14%	19%	6
> Cc1ncoc1C(=O)N1CCC(N2C[C@H](O)C[C@H]2C(=O)NC2CCCCC2)CC1
 : -7%	-6%	4%	i	-4%	2%	12
> CCc1cn(C[C@H](NCC(C)(C)C)C(=O)O)c(=O)[nH]c1=O
 : -8%[87.6 µM]	-7%[172 µM]	-15%[172 µM]	-17%[88.5 µM]	-7%[138 µM]	-1%[87.6 µM]	-10
> COc1ccc2[nH]c3c(c2c1)CCNC31CCN(C(=O)CN2CCCC2=O)CC1
 : -8%[12.5 µM]	-11%	-13%	4%	-23%	2%	-6
> CCN(c1ccc2c(c1)OCO2)C1CN(C(=O)OC(C)(C)C)C1
 : -12%	/	-23%	-15%	-17%	4%	-17
> Cc1ccc2scc(N3CCc4ccccc4C3)c(=O)c2c1
 : -5%	/	/	/	/	95%[activator]	-6
> COc1ccc(CN2CC(O)CN(C(=O)c3cccc(C(F)(F)F)c3)CC2=O)cc1 (stereo unspecified)
 : /	/	?	/	-25%	/	1
> Cn1ccnc1C(O)c1cc2n(n1)CCN(C/C=C/c1ccccc1)C2 (stereo unspecified)
 : -9%	-12%	-18%	-27%	-20%	2%	8
> Cc1ccn2c(Nc3ccc4c(c3)OCO4)c(-c3ccc(N(C)C)cc3)nc2c1
 : ?	/	/	/	/	-6%	-11
> CNc1c(NC(=O)c2cc(OC)cc(OC)c2)c(=O)oc2ccccc12
 : -9%	/	/	/	/	3%	26
> Cc1cccc(Cn2c(SCc3ccc(C(=O)NCc4ccccc4F)cc3)nc3cccnc32)c1
 : -10%	/	/	/	/	-25%	-4
> COC(=O)N1CCCN(c2ccnc3ccnn23)CC1
 : -4%[87.6 µM]	/	-22%[172 µM]	-13%[88.5 µM]	?	23%[87.6 µM]	6
> COc1ccc(C)cc1NC(=O)Cn1c(-c2ccccc2)nc(C)c(CCO)c1=O
 : 0%	-2%	-14%	i	i	-1%	-3
> COc1ccc(-n2c(=O)c3c(n2Cc2ccccc2)CN(C(=O)c2cccc(O)c2)CC3)cc1
 : 3%	-3%	-4%	-7%	?	-5%	-6
> COc1ccc(OC)c(CNC(=O)c2cnc3c(C)cccn3c2=O)c1
 : 0%	/	/	/	/	1%	12
> COc1ccccc1-c1cccc(CN2CCC(NC(=O)Nc3ccccc3F)CC2)c1
 : -1%	/	25µM*	i	18µM*	-23%	10
> COc1ccc(CCC(=O)O)c(O[C@@H]2O[C@H](CO)[C@@H](O)[C@H](O)[C@H]2O)c1
 : 6%	/	/	i	/	/	10
> CC(C)c1ccc(CNC(=O)c2noc(-c3ccc[nH]c3=O)n2)cc1
 : 4%	-10%	5%	i	-11%	64%[activator]	1
> O=C(Nc1ccc(F)c(F)c1)C1CCCN1S(=O)(=O)c1cccc2nsnc12 (stereo unspecified)
 : ?	/	/	/	/	76%[activator]	-11
> COc1ccccc1NC(=O)C1=C(C)Nc2nc(SCc3ccccc3)nn2C1c1cccs1 (stereo unspecified)
 : ?	/	/	/	/	5%	-2

(more compounds)
Values run as follows: HEK293 viab	FLuc inh	HEK293 tox	GPT2 inhibitor	3T3 cytotox	SNCA expr inhib	IP6K1 inhibitor
> COc1ccc2[nH]c3c(c2c1)CCNC31CCN(C(C)C)CC1
 : 7%[12.5 µM]	1%	?	3%	?	2%	9
> CN1CCCC2(Cc3ccccc3CN(C(=O)Cc3ccc(O)cc3)C2)C1 (stereo unspecified)
 : 5%	/	i	i	i	-10%	9
> COCC(C)NC(=O)c1csc2nc(-c3cccc(C(F)(F)F)c3)cn12 (stereo unspecified)
 : 0%	-16%	?	-19%	?	6%	23
> COc1cc(O)cc(O)c1
 : 7%[23.9 µM]	/	/	?	/	3%[25.6 µM]	0
> CN1C(=O)COC[C@@H]1[C@H](O)c1ccc(NC(=O)c2ccc(F)cc2)cc1
 : -2%[87.6 µM]	3%[172 µM]	-10%[172 µM]	-3%[88.5 µM]	-8%[138 µM]	3%[87.6 µM]	-12
> O=C1CC(c2ccccc2)N(C(=O)CCc2ccccc2)CCCCCN1 (stereo unspecified)
 : -8%	1%	1%	i	-22%	11%	10

Rewritten with each value named: 2 of the compounds above
compound: CNc1c(NC(=O)c2cc(OC)cc(OC)c2)c(=O)oc2ccccc12
  HEK293 viab: -9%
  FLuc inh: /
  HEK293 tox: /
  GPT2 inhibitor: /
  3T3 cytotox: /
  SNCA expr inhib: 3%
  IP6K1 inhibitor: 26
compound: COC(=O)c1cc(S(=O)(=O)NCC2CCN(Cc3ccc(F)cc3)CC2)cn1C
  HEK293 viab: -4%
  FLuc inh: /
  HEK293 tox: /
  GPT2 inhibitor: /
  3T3 cytotox: /
  SNCA expr inhib: 24%
  IP6K1 inhibitor: 29

This is a subset; count on the stated rates, not on these rows.
